# NR2E3 ag-1 – agonists of human nuclear receptor NR2E3 | Q9Y5X4 | GST-NR2E3/biotin-RetCOR TR-FRET, 1536-well | inhibition of corepressor binding, % at 4.78 µM | actives 0.12% (n = 320,000) | AID 2300;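 active = percent inhibition above the cutoff of mean plus 3 SD of all tested compounds, set per screening campaign, cut at about 20% in these data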;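 also: 0% = DMSO wells and 100% = biotin wells as full block of FRET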
# Target sequence (Q9Y5X4 whole entry, looked up): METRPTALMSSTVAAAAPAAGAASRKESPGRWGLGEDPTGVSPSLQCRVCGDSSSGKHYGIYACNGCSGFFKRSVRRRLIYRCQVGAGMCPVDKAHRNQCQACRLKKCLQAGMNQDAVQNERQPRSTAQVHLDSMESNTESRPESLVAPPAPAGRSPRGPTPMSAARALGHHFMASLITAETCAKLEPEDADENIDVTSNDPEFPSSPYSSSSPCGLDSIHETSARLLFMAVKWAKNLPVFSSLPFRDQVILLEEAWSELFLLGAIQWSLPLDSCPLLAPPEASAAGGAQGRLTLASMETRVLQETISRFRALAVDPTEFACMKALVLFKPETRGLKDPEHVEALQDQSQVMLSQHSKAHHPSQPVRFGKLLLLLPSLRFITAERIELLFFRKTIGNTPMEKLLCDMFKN
#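 Material – GST-tagged NR2E3 plus biotinylated RetCOR corepressor · Quantity – NR2E3 fusion 1.35 nM · Times – 5 h incubation at 4 °C · Medium – pH 7.5 Tris-based buffer · Technique – TR-FRET, Eu(K)-anti-GST donor, streptavidin-D2 acceptor, ex 340, em 617/671 nm · Benchmarks – high control biotin, low control 0.6% DMSO · Format – 1536-well plates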
# CF NFkB inh – cystic fibrosis NF-kB activation inhibition | KKLEB NF-kB-GFP reporter, PAF-induced, GFP fluorescence overnight | inhibition, % at 5 µM | actives 0.86% (n = 360,000) | AID 588850;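 active = at least 50% inhibition at 5 µM, scaled per plate between neutral and stimulator controls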;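 also: PAF is a Pseudomonas aeruginosa culture filtrate used as stimulus; plate controls were PAF-stimulated DMSO wells for no effect and unstimulated DMSO wells for full effect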
# MITF TRPM1 inh – reduces MITF-dependent TRPM1 promoter luciferase signal; SK-MEL-5 TRPM1 promoter luciferase, 24 h; actives 0.83% (n = 330,000); AID 488899; inhibition, % at 12.5 µM;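 active = mean inhibition across replicates of 60% or more, whatever share of single replicates reaches that level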; also: values of inactives mirror those of a sister screen read the other way
# TROY signal inh – inhibitors of TROY-dependent NF-kB signaling; Q293 LMP1-TROYcd NF-kB luciferase reporter, 4 h; inhibition, % at 10 µM; actives 0.98% (n = 360,000); AID 1347056;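 active = compounds whose plate-normalised and pattern-corrected inhibition of the luciferase reporter signal at the single screening dose is 50% or more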
# HIF-2a inh – HIF-2a inhibition; 786-0 RCC cells HIF-2a reporter, luciferase luminescence, overnight; inhibition, % at 18.8 µM; actives 0.72% (n = 360,000);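 active = inhibition of the luminescence signal of 40% or more relative to plate controls, in a single-dose primary screen at 18.75 µM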
# KKLEB tox – counter-screen for CF NF-kB inhibitors: cytotoxicity | activity change (cytotoxicity), % at 5 µM | actives 0.36% (n = 360,000) | AID 602141 | KKLEB CF airway cells viability, ATPlite luminescence, overnight; active compounds read low; cells stimulated with P. aeruginosa culture filtrate;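 active = corrected activity change at or below -50% at 5 µM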
# Peg3 promoter – inhibitors of Peg3 promoter; AID 588405; inhibition, % at 20 µM; HeLa PEG-Prom luciferase reporter, luminescence, overnight; actives 1.7% (n = 360,000);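 active = inhibition of at least 50% at 20 µM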
# NR2E3 ag-2 – agonists of human NR2E3 nuclear receptor; actives 0.35% (n = 360,000); AID 602229; inhibition of corepressor binding, % at 3.98 µM; CHO-S Gal4-NCOR/VP16-NR2E3 two-hybrid, luciferase; Q9Y5X4;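 active = inhibition above the mean of all tested compounds plus 3 SD, cut at about 70% in these data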;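 also: 0% = DMSO with NR2E3 transfected cells and 100% = cells lacking NR2E3 construct; higher means lower luciferase signal from less NR2E3 corepressor binding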
# C8 TRAIL sens – sensitizes caspase-8 expressing cells to TRAIL; inhibition (viability loss, TRAIL sensitization), % at 10 µM; AID 624354; actives 1% (n = 360,000); NB7+C8 cells + TRAIL, ATPlite viability luminescence;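 active = compounds causing at least 50% loss of cell viability in the single-dose screen, relative to plate controls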
# Shn3 3UTR inh – reduces Shn3 3'UTR luciferase signal in osteoblasts | Clone20 osteoblast Shn3 3'UTR firefly luciferase, 24 h | inhibition, % at 12.5 µM | actives 0.52% (n = 360,000);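 active = mean inhibition of at least 75% with every replicate also reaching 75%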;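 also: 0% = median of neutral control wells and 100% = pilot-screen positive control compound; some compounds past the cut are filed as inactive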
# TWEAK-Fn14 inh – TWEAK-Fn14 signaling inhibition. TWEAK-stimulated Fn14 reporter cells, luciferase luminescence, 8 h. actives 2% (n = 360,000). inhibition, % at 10 µM; in the data active = inhibition above about 50%
# Active calls of the source: *; . = no result given.
SMILES,NR2E3 ag-1,CF NFkB inh,MITF TRPM1 inh,TROY signal inh,HIF-2a inh,KKLEB tox,Peg3 promoter,NR2E3 ag-2,C8 TRAIL sens,Shn3 3UTR inh,TWEAK-Fn14 inh
CCCOc1cccc(OCCSc2nc(C)cc(=O)[nH]2)c1,5,3,-7,-30,-88,4,-59,-77,-6,-7,-4
CCO[C@@H]1OC(C(=O)NCc2nc3ccccc3[nH]2)=C[C@H](C2CCCCC2)[C@H]1CCCO,1,-8,-5,-14,23,2,18,0,-8,-3,17
COc1ccc(CC(=O)Nc2cccc(C(=O)NN3C(=O)c4ccccc4C3=O)c2C)cc1,0,-11,5,-6,12,-3,-1,35,20,21,-10
CCOC(=O)c1c(-c2ccc(C)cc2)csc1NC(=O)CCN1CC(C)OC(C)C1 (stereo not drawn),0,17,14,10,4,-10,26,-7,4,30,8
Oc1ccc(Nc2ccc3ccccc3c2)cc1,.,-3,.,25,-216,17,-246,-67,8,-30,2
O=C1c2ccccc2NC(c2ccc3c(c2)OCCO3)N1c1ccc2c(c1)OCCO2 (stereo not drawn),3,-11,-9,59*,-30,-1,38,-109,64*,5,59*
c1ccc(CN(Cc2cccs2)C(c2cccs2)c2nnnn2C2CCCC2)cc1 (stereo not drawn),-1,5,9,15,15,4,30,10,18,31,23
O=C(COC(=O)CSc1ccc(F)cc1)NC1CC1,.,-14,.,-2,6,-4,1,-16,-14,2,-25
Cc1ccc(Cn2ccc(=O)c(Cc3c(Cl)cccc3Cl)c2C)cc1,2,-14,0,-4,10,2,16,-26,-3,9,-1
N#Cc1ccc(S(=O)(=O)N2CCCCC2c2cc(C(=O)Nc3cccc4c3CCCC4)no2)cc1 (stereo not drawn),.,-6,.,3,-4,3,7,-22,12,16,27
O=C(COc1cccc(F)c1)Nc1nc(-c2ccccn2)cs1,.,8,.,-17,-13,-1,29,-38,16,18,-14
CCOC(=O)CSc1nc2sc(C)c(C)c2c(=O)n1N,2,30,0,-9,12,-8,25,6,28,9,12
O=C(Nc1ccc(Cl)cc1)N1CCc2[nH]c3ccccc3c2C1,2,2,0,-42,-88,0,-46,-17,-8,8,-16
CN(C)S(=O)(=O)c1cccc(COC(=O)c2ccc(Cl)cc2O)c1,1,-3,9,27,3,-1,-7,31,2,64,23
CC(C)(C)OC(=O)N1CC(O)CC1C(=O)OCC(=O)c1ccccc1 (stereo not drawn),-4,-11,10,3,9,-3,11,-14,-9,3,9
CCN(CC)CCN1CCN(c2cnc(C)cn2)CC1,.,-8,.,5,1,2,6,-29,2,-10,-8
Cc1c(C(=O)NCc2ccc(Cl)c(Cl)c2)sc(=O)n1Cc1ccc(C(=O)N(C)C)cc1,.,0,.,24,12,5,21,27,-3,51,20
Cc1cc(C)c(C#N)c(SCC(=O)Nc2nnc(-c3ccccc3)s2)n1,2,7,-4,-32,2,11,-17,-22,5,-9,-9
COc1cccc(NC(=O)C2CCCN2S(=O)(=O)c2ccc3c(c2)C(C)(C)C(=O)N3C)c1 (stereo not drawn),3,2,4,-6,-1,-9,6,1,-9,3,-2
O=C(C1CCC(=O)N1Cc1ccccc1Cl)N1CCN(c2ccc(F)cc2)CC1 (stereo not drawn),-1,5,1,-8,11,1,-2,-7,-7,1,11
O=C(c1cnccn1)N(Cc1ccco1)C1(C(=O)NC2CCCC2)CCCCC1,2,2,-3,-25,-9,2,-6,-18,8,-5,-11
COc1ccc(-c2ccc3c(c2)c(Sc2ccccc2)c(-c2cc(OC)cc(OC)c2)n3C)cc1,.,.,.,-17,16,.,.,1,13,.,-2
C=CCc1cc(Cl)ccc1OCCNCCOC,1,-16,-3,-14,10,-3,6,26,-1,10,29
O=C(Nc1cccc(Cl)c1)c1cnc[nH]1,2,4,-71,-60,-172,10,-199,-114,1,-74,-35

# Limited to KKLEB tox and TWEAK-Fn14 inh (four entries from above):
SMILES	KKLEB tox	TWEAK-Fn14 inh
O=C(c1cnccn1)N(Cc1ccco1)C1(C(=O)NC2CCCC2)CCCCC1	2	-11
COc1ccc(-c2ccc3c(c2)c(Sc2ccccc2)c(-c2cc(OC)cc(OC)c2)n3C)cc1	.	-2
C=CCc1cc(Cl)ccc1OCCNCCOC	-3	29
O=C(Nc1cccc(Cl)c1)c1cnc[nH]1	10	-35

# Continuation:
SMILES,NR2E3 ag-1,CF NFkB inh,MITF TRPM1 inh,TROY signal inh,HIF-2a inh,KKLEB tox,Peg3 promoter,NR2E3 ag-2,C8 TRAIL sens,Shn3 3UTR inh,TWEAK-Fn14 inh
CCCCn1c(N)c(N(CCOC)C(=O)CSCc2ccccc2C)c(=O)[nH]c1=O,1,-3,6,6,15,-10,-1,-13,5,4,6
COc1ccc2ccccc2c1/C=N\NC(=O)c1ccc(C)s1,.,-9,1,-22,-50,20,-17,9,0,18,-22
CCCn1c(=O)c(C(=O)Nc2ccccc2C(=O)OC)c(O)c2ccccc21,-1,7,18,-13,0,8,11,18,1,-2,22
O=C(O)CCN1C(=O)c2ccc(Oc3ccc4c(c3)C(=O)N(CCC(=O)O)C4=O)cc2C1=O,3,-2,1,13,14,2,3,-6,-6,0,7
CCN1C(=O)/C(=C\c2ccc(F)cc2)N=C1SCC(=O)NCc1ccco1,-3,5,-12,-23,6,-5,12,31,1,-25,16
Cc1cccc(NC(=O)COc2ccccc2C)n1,2,-15,-54,-68,-362,3,-234,-10,5,-19,-1
Cc1ccc(N2CC(C(=O)Nc3ccc4c(c3)OCCO4)CC2=O)cc1 (stereo not drawn),1,-5,3,50,33,-2,10,5,8,-21,59*
COc1ccc(CCNc2oc(COc3ccc(Br)cc3)nc2C#N)cc1OC,4,5,-1,59*,-1,-4,35,-21,-1,13,25
COC1=CC(=Cc2c(N)n3nc(CC(=O)N4CCOCC4)sc3nc2=O)C=C(OC)C1=O,-1,8,-2,19,14,-8,6,-3,-6,8,-8
COc1ccc(CC(=O)N2CC3(C)CC2CC(C)(C)C3)cc1OC (stereo not drawn),4,-1,-1,-3,25,0,24,17,-3,-1,-13
O=C(NC1CCCCC1)C(c1ccncc1)N(Cc1ccc(F)cc1)C(=O)c1ccccn1 (stereo not drawn),-1,-17,-3,-18,18,17,9,-20,-10,19,5
Cc1ccc(C(=O)CCC(=O)OCC(=O)N(CC(C)C)c2c(N)n(Cc3ccccc3)c(=O)[nH]c2=O)cc1,4,14,8,6,10,-2,1,-20,1,23,4
COc1ccc(CN2C(=O)CCCC2(C)c2nc3ccccc3[nH]2)cc1 (stereo not drawn),.,.,.,-12,9,.,.,-2,10,.,1
CCC(=O)n1nc(-c2ccccc2)nc1N,4,8,-2,4,-7,-6,4,-29,-5,-1,0
c1ccc(Nc2nc(N3CCCC3)nc(N3CCCC3)n2)cc1,3,6,-6,-4,3,9,13,-7,12,4,-4
C#CCOCCOCCOCCNc1nc(N2CCN(C(=O)CCCCCCCCCCNC(=O)[C@@H](CCC(=O)O)n3cc(CCCCCN)nn3)CC2)nc(N2CCN(C(=O)CCCCCCCCCCNC(=O)[C@H](CO)n3cc(CCCSC)nn3)CC2)n1,5,-5,-8,-20,-4,-2,-9,-15,-26,-4,-5
CC1CCN(C(=O)COC(=O)COc2ccccc2C#N)CC1,1,7,1,-34,7,4,7,-14,-3,-17,7
CCCCC/C(=N\NC(=O)CCC(=O)NCc1ccccc1)c1ccccc1,4,-10,2,9,22,-2,15,1,-3,-2,1
CCOc1ccc(N2C(=O)CC(Sc3ccccc3C(=O)O)C2=O)c([N+](=O)[O-])c1 (stereo not drawn),4,2,-6,-48,12,3,9,-6,-3,-12,11
CN(C)S(=O)(=O)n1cc(/C=C(\NC(=O)c2ccccc2)C(=O)N2CCOCC2)c2ccccc21,-4,20,9,-2,6,-6,7,12,-23,-3,-6
COc1ccc(C(=O)/C=C(\N)C(F)(F)F)c(O)c1,5,14,-4,12,-15,7,8,4,-25,-23,-11
Nc1ccn(C2OC(COC(=O)C34CC5CC(CC(C5)C3)C4)C(O)C2O)c(=O)n1 (stereo not drawn),.,-10,-1,-4,11,-3,13,1,-12,46,14
O=C(O)CCCNC(=O)/C(=C\c1ccc(Cl)cc1)NC(=O)c1ccc(Br)cc1,3,8,2,-13,11,-1,4,-5,-4,-10,21
C[N+](C)(C)CCN(Cc1ccc(Cl)cc1)c1ccccn1,0,-2,2,12,13,-6,10,-2,6,7,5
C/C(=N\Nc1ccc(Cl)c(C(=O)O)c1)c1cccc2ccccc12,-3,0,.,-32,-35,3,-29,-44,13,-6,0
Cc1ccc(CNC(=O)C(=O)NCC(c2ccco2)N2CCOCC2)cc1 (stereo not drawn),0,6,-2,-1,16,-2,14,-22,-12,4,-7

# Record cards, as listed above. Order of screens: NR2E3 ag-1	CF NFkB inh	MITF TRPM1 inh	TROY signal inh	HIF-2a inh	KKLEB tox	Peg3 promoter	NR2E3 ag-2	C8 TRAIL sens	Shn3 3UTR inh	TWEAK-Fn14 inh
# Shown for O=C(COc1cccc(F)c1)Nc1nc(-c2ccccn2)cs1 = .	8	.	-17	-13	-1	29	-38	16	18	-14
# Shown for CC1CCN(C(=O)COC(=O)COc2ccccc2C#N)CC1 = 1	7	1	-34	7	4	7	-14	-3	-17	7

# Compound activity deposited in PubChem by several laboratories.

# Some of the compounds tested; rates above refer to the full screens.
